Yp Topo-I inh: Yersinia pestis topoisomerase I inhibitors, primary screen, biochemical, cleavage product accumulation, plate reader, single point; activity, % at 10 µM; Y. pestis Topo-I cleavage product accumulation; DNA topoisomerase I (Yersinia pestis CO92); AID 504884, 2011; 0.064% of 360,000 active; in the data active = activity above about 50%, passing the limit was not always enough; also: inactives centre near 2
TcdB inh: TcdB glycohydrolase inhibitors, primary screen, biochemical, single point, plate reader; Toxin B (Clostridioides difficile), P18177; 0.24% of 350,000 active; TcdB glycohydrolase enzymatic assay; inhibition, % at 9.99 µM; in the data active = inhibition above about 10%
Target sequence (P18177 whole entry, looked up): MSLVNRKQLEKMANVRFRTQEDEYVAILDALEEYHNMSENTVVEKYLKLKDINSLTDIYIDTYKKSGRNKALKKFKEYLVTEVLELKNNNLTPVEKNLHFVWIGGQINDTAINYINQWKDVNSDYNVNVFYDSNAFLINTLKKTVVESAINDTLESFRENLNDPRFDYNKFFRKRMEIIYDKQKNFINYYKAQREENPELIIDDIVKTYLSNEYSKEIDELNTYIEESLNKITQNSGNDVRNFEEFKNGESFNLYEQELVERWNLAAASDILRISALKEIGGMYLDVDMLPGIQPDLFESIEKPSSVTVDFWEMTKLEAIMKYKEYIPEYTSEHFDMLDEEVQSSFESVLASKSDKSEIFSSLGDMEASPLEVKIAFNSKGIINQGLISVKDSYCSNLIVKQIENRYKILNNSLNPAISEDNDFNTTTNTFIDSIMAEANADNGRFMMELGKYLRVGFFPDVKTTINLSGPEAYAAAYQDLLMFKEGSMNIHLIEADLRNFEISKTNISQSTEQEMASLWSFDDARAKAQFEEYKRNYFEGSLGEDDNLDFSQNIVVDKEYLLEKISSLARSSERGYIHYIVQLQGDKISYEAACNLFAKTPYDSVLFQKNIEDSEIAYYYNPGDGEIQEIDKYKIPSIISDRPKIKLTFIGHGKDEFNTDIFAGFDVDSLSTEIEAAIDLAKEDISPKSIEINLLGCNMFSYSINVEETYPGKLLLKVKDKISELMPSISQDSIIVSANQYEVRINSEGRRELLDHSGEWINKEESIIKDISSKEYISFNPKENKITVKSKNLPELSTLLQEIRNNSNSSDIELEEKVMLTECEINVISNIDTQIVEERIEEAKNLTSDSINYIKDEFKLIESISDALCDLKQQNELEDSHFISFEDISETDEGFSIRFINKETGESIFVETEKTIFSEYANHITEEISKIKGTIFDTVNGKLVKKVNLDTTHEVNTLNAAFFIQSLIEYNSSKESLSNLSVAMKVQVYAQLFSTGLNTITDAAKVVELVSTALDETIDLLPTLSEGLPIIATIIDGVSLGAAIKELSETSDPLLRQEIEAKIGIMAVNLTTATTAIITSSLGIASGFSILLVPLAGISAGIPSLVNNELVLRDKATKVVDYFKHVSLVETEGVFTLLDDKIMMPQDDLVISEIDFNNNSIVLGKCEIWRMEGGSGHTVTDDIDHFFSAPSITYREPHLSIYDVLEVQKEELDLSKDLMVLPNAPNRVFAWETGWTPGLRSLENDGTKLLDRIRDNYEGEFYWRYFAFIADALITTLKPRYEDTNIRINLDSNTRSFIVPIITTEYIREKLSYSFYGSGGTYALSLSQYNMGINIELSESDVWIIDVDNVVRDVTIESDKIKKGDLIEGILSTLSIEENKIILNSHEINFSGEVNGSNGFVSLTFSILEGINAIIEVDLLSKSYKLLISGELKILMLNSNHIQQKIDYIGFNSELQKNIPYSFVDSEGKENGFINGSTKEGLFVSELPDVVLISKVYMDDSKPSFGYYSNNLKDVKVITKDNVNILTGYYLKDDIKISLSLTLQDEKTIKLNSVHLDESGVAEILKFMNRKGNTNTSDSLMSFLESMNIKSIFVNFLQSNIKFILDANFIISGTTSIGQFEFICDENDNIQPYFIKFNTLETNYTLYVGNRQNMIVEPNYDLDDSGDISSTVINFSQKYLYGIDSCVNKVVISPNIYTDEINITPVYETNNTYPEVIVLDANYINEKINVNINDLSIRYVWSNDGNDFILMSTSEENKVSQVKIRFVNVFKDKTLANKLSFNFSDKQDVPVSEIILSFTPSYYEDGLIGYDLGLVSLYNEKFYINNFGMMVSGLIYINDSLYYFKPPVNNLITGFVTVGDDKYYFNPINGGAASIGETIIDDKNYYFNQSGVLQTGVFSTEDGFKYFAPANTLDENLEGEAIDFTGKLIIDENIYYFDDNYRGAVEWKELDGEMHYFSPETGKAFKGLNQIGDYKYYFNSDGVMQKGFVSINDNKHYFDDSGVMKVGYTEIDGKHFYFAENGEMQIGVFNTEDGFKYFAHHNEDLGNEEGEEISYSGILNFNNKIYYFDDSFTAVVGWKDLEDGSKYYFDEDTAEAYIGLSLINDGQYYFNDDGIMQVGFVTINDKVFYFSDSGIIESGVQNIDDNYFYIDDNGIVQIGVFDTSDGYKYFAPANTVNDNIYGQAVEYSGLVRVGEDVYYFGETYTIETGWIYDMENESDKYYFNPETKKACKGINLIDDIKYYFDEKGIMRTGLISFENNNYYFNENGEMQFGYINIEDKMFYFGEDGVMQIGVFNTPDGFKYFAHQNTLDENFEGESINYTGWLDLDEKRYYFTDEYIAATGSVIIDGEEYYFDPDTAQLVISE
SARS 3CLpro inh: SARS-CoV 3CLpro protease inhibitors, primary screen, biochemical, quenched FRET; Replicase polyprotein 1ab (Severe acute respiratory syndrome coronavirus), P0C6X7; recombinant SARS-CoV 3CLpro, quenched FRET peptide cleavage; inhibition, % at 6 µM; 0.14% of 290,000 active; in the data active = inhibition above about 12%
PrPC surface inh: inhibitors of human cell surface prion protein PrPC, primary screen, cell-based, TR-FRET; 0.43% of 370,000 active; AID 720596, 2013; inhibition, % at 13.8 µM; TR-FRET read-out; in the data active = inhibition above about 24%; also: 0% = median of the test wells and 100% = reference compound wells
BH1578 lux ind: inducers of Vibrio cholerae quorum light production without autoinducers, primary screen, BH1578 luxS cqsA deficient, single point. V. cholerae BH1578 lux reporter, luminescence, 6 h. activation, % at 18.7 µM. 0.16% of 350,000 active; in the data active = activation mostly above about 9.7%, no sharp cut-off; also: not every result past the cut was called active; inactives centre near 0; reference of the scale not given here
BoNT A protease: BoNT/A light chain protease inhibitors, primary screen, biochemical, flow cytometry, MLPCN library; AID 588499, 2011; multiplex microsphere protease substrate cleavage; Botulinum neurotoxin type A light chain protease (Clostridium botulinum A str. ATCC 3502); 0.17% of 360,000 active; inhibition, % at 10 µM; also: plate controls were buffer without enzyme for full effect and enzyme alone for no effect
Anthrax LF prot: Bacillus anthracis LF protease inhibitors, primary screen, biochemical, multiplex microsphere, MLPCN library; multiplex microsphere protease cleavage assay; 0.12% of 360,000 active; Lethal factor (Bacillus anthracis), P15917; inhibition, % at 10 µM; also: plate controls were buffer without enzyme for full effect and enzyme alone for no effect
PriA SSB inh: inhibitors of Klebsiella pneumoniae PriA binding to SSB C-terminal tail, primary screen, biochemical, AlphaScreen; PriA–SSB C-terminal tail interaction (Klebsiella pneumoniae); AlphaScreen SSBct-PriA binding, biotinylated peptide; inhibition, % at 33 µM; 0.6% of 430,000 active; in the data active = inhibition mostly above about 37%, no sharp cut-off; inactive = mostly below about 20%;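 also: plate controls were negative control peptide for no effect and reference peptide for full effect; strong numbers were not always called active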
PfHsp40 yeast: rescue of yeast from PfHsp40 toxicity, primary screen, S. cerevisiae, ATP luminescence | S. cerevisiae expressing PfHsp40, growth rescue | growth rescue, % at 12.5 µM | 0.68% of 340,000 active; in the data active = growth rescue above about 28%, passing the limit was not always enough;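 also: yeast W303a lacking pdr1 and pdr3 grown in galactose medium; growth measured after three days at 30 °C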
* = called active by the depositor; i = inactive; x = not tested or not shown; & = joins results of further samples. Rule as the data show it, unless noted: active = inhibition above about 30%; inconclusive = no clear call, values can overlap the other calls; inactive = below that.

SMILES	Yp Topo-I inh	TcdB inh	SARS 3CLpro inh	PrPC surface inh	BH1578 lux ind	BoNT A protease	Anthrax LF prot	PriA SSB inh	PfHsp40 yeast
COc1ccc(CC(=O)NCCc2ccc(Cl)cc2Cl)cc1	24	0.4	0	10	-0.2	-0.7	-2	5	-1.1
CCC1CCCCN1C(=O)CCn1ccnc1 (stereo not given)	3	1.6	0	5	x	0.8	2	-5	-1.4
CCCC1CC(c2csc(N)n2)CCO1 (stereo not given)	2	x	0	3	i	0.3	3	-1	-0.7
Cc1cc(C)c(CN2CCN(C(=O)Cn3cnc(C(=O)Nc4ccc(C)c(C)c4)n3)CC2)c(C)c1	38	-0.2	x	0	i	-0.8	-8	-6	-0.6
CC(C)CNc1nc(N)c([N+](=O)[O-])c(N2CCCCCC2)n1	11	0.2	0	12	i	-3.4	2	7	0.9
COc1cccc(Cl)c1NC(=O)N1CCN(c2cc(C)nc3ccccc23)CC1	1	1.4	-4	-9	i	-0.8	-7	8	-0.3
COc1cccc(C2C3=C(CC(C)(C)CC3=O)Nc3cc(OC)c(OC)cc32)c1 (stereo not given)	-4	1.5	7	1	-0.2	-0.3	-2	-8	-0.7
O=C(Nc1ccccc1)c1cc(C2CCCN(C(=O)OCc3ccccc3)C2)on1 (stereo not given)	37	0.8	x	0	-0.9	-0.5	6	x	x
CCC(=O)Nc1ccc2nc(SCC(=O)N3CCOCC3)sc2c1	-4	0.8	1	5	i	-0.9	0	2	0.5
COc1ccc(NC(=O)C2CCCNC2=O)cc1 (stereo not given)	-6	1.6	-4	-2	0.1	-3.5	0	-6	1.2
CC1Sc2ccc(S(=O)(=O)CCC(=O)N(C)Cc3ccco3)cc2NC1=O (stereo not given)	3	1.0	-1	2	i	-1.9	1	-3	0.8
O=C(NCCCN1CCCC1=O)C(=O)NCC1OCCN1S(=O)(=O)c1ccc(Br)cc1 (stereo not given)	16	1.2	-9	4	-0.5	1.5	-10	-5	1.2
COc1cccc(C(=O)OCCN2CCOCC2)c1	-6	-0.8	1	5	0.5	0.0	-1	-12	-0.5
O=C(Nc1cccc(Oc2ccccc2)c1)C1Cc2c(-c3ccccc3)ccnc2O1 (stereo not given)	32	0.1	x	-1	0.1	0.4	2	x	x
COc1ccc2ccc(O)c(CN3CCN(S(=O)(=O)c4cc([N+](=O)[O-])ccc4C)CC3)c2c1	4	1.2	x	-9	-0.7	-0.6	5	-3	2.6
O=C(O)CC(CC(=O)Nc1ccc(C(=O)O)cc1)c1ccccc1 (stereo not given)	-3	0.6	-3	6	0.0	-1.1	4	1	-0.2
COc1cc(S(=O)(=O)N2CCN(C(=O)c3cccs3)CC2)ccc1NC(C)=O	-4	-7.4	x	8	-0.5	0.2	10	x	x
N#CC1=C(N)OC2=C(C(=O)CC(c3ccccc3)C2)C1c1cccnc1 (stereo not given)	-8	x	-2	2	-0.2	-0.4	2	-13	0.7
COc1ccc(CNC(=O)c2c(O)c3cc(OC)c(OC)cc3[nH]c2=O)cc1OC	-4	0.8	6	-6	i	-1.5	-8	-18	0.4
CCCn1nnc(NC(=S)NC(=O)c2ccc(-c3ccc(Br)cc3)o2)n1	-13	0.5	-2	15	i	-0.5	-24	1	1.0
CCCOc1ccc(Cn2c(O)cc(=O)[nH]c2=O)cc1	-5	x	-4	1	-0.3	0.0	-5	-14	-0.6
N#CCSc1nccc(-c2cc(Cl)sc2Cl)n1	8	x	-1	0	-0.4	0.0	2	-8	1.4
CCC(C)NC(=O)Cn1ccc2cc(S(=O)(=O)N3CCCCCC3)ccc21 (stereo not given)	8	2.2	-5	2	i	0.8	1	-21	-0.4
Cc1ccccc1NC(=O)CSc1nnnn1C	-2	x	2	0	x	0.2	0	-13	0.4
CCOC(=O)C1(CCc2ccccc2)CCN(C(=O)c2ccoc2)CC1	49	-1.3	-1	8	-0.2	-0.6	-2	-13	1.1
N=c1c2c3c(sc2ncn1CCCO)CCCC3	-3	x	9	-2	-3.4	-0.3	-1	1	-0.8
COc1ccc(OC)c(NC(=O)C2(C)CCN2C(=O)CC2CC2)c1 (stereo not given)	3	-0.1	x	11	-1.3	0.0	-7	x	x
Cc1cc(C)cc(OCC(=O)NN2C(=O)c3ccccc3C2=O)c1	-1	-0.3	-3	-4	0.1	0.8	1	-12	-1.9
CCc1cc(C(=O)c2ccc(OC)cc2)c(NC(=O)CN2CCCC2)s1	20	3.6	10	-10	-0.3	0.2	2	7	0.3
Cc1ccc(C(=O)N/C(=C\c2cccs2)C(=O)NCc2ccncc2)cc1	-2	x	0	-11	i	21	-14	-17	-0.9
Cc1cccc(COCC(Cc2ccccc2)N2CCN(C(=O)c3ccc(C(F)(F)F)cc3)CCC2=O)c1 (stereo not given)	9	x	9	x	-3.0	-0.6	-8	-9	5.4
COc1ccc(OCCN2C(=O)c3ccccc3C2=O)c([N+](=O)[O-])c1	6	1.4	2	-10	-0.7	-7.3	-4	1	-0.8
Cc1ccccc1CN(c1ccc(C(=O)N2CCN(C)CC2)cc1)S(C)(=O)=O	-8	-3.5	x	7	0.7	0.3	2	3	x
CCC(C)(C)n1nnnc1C(c1ccc(O)cc1)N1CCc2ccccc2C1 (stereo not given)	13	0.0	-4	5	-0.2	-0.7	2	9	0.7
O=C(CCc1ccccn1)N1CCCC(N2CCN(c3ccc(F)cc3)CC2)C1 (stereo not given)	4	1.5	2	-6	-0.9	1.9	-4	-3	-0.8
Cn1c(Cl)c(/C=N/OC(=O)c2ccc(Cl)cc2)c2ccccc21	5	x	1	-5	-0.3	-0.3	-2	x	-0.5
Cc1cc(F)ccc1N1CCC(N2CCN(CCC(C)C)C(CCO)C2)CC1 (stereo not given)	8	0.2	-2	4	-0.4	0.2	0	-5	0.2
CO/N=C/NC(=O)c1c(OC)ccnc1Oc1ccc(Cl)cc1	2	x	2	-4	-1.9	-0.2	0	i	0.0
COc1cccc(-c2cc3nc(NCc4ccc5occc5c4)n(C)c(=O)c3s2)c1	12	1.2	x	1	0.8	0.0	-2	x	x
O=C(Nc1ccc2c(c1)OCO2)c1sc2cc(Cl)ccc2c1Cl	-1	x	1	0	-0.2	-1.3	1	1	0.3
O=C(c1ccccc1Cl)N1CCN(c2ncccn2)CC1	-2	0.5	x	7	-0.6	0.2	3	-8	x
COc1ccc(OC)c(NC(=O)C2CCCN(S(=O)(=O)c3ccc(-n4cnnn4)cc3)C2)c1 (stereo not given)	-5	-0.3	5	2	-1.2	0.2	4	0	1.8
NS(=O)(=O)c1ccc(NC(NC(=O)c2cccnc2)C(Cl)(Cl)Cl)cc1 (stereo not given)	4	0.7	-1	5	i	0.7	-18	-4	1.3
C[C@]1(OC(=O)/C=C/c2ccccc2)C[C@@H](O)[C@]2(O)C=CO[C@@H](O[C@@H]3O[C@H](CO)[C@@H](O)[C@H](O)[C@H]3O)[C@@H]21	-4	-5.6	x	-6	i	-0.2	-3	-2	-0.6
CCC(=O)Nc1nnc(SCC(=O)NCCc2ccc(OC)c(OC)c2)s1	-5	-1.4	2	-3	-0.2	-0.1	-6	-3	-1.2
O=C(Cc1ccccc1F)Nc1ccccc1N1CCCC1	14	-1.1	-4	-3	0.8	-2.2	-4	-3	0.5
N[C@@H](Cc1ccccc1)C(=O)N1CCC(C(=O)NCC(=O)NCC(=O)O)CC1	-12	-4.7	-2	0	-0.4	0.6	-4	9	-1.6
CCN(CC)CCCNc1nc2ccccc2c2nc(-c3ccncc3)nn12	-1	1.0	-5	-1	i	1.3	10	-21	0.0
COc1ccccc1NC(=O)c1cc(C)nc2ccccc12	2	0.0	1	-5	-0.2	0.4	1	6	5.6
CC(=O)Nc1ccc(C(=O)OCC(=O)NCCC2=CCCCC2)cc1	-8	0.4	x	0	-1.2	-0.9	-8	-1	0.1
O=C(Nc1ccccc1N1CCCCC1)c1ncoc1-c1cccc(F)c1	3	0.7	0	2	-0.4	0.9	-1	-7	-0.8
COc1cc(C(=O)Nc2nnc(C3=COCCO3)o2)cc(OC)c1OC	-2	0.8	3	-6	-0.6	0.3	-2	0&-11	-1.7
CN(C(=O)c1ccc2c(c1)OCO2)C1(C(=O)NC2CCCC2)CCCCC1	6	x	1	1	-0.3	-0.4	2	-13	-2.7
O=C(CNC(=O)c1ccc2c(c1)OCCO2)N/N=C/c1ccc(Cl)cc1	-5	1.1	6	8	-0.2	-0.3	0	x	1.1
COCCn1c(SCC(=O)NCc2ccccc2)nnc1-c1ccco1	-10	x	-2	-1	-9.1	0.5	5	-8	-0.6
CC[C@]12c3[nH]c4cc(CCC(=O)N(C)C)ccc4c3CCN1C(=O)[C@@H](CC(=O)NCc1ccco1)C[C@@H]2C(=O)N1CCN(C(=O)c2ccco2)CC1	8	1.3	x	5	-0.7	-0.3	2	-1	0.8
O=C(c1ccccc1)C1CCN(C(=O)c2cccs2)CC1	9	0.6	6	-6	i	-7.7	-6	-8	-2.4
CSc1nnc([C@@H](N)Cc2c[nH]c3ccccc23)o1	2	0.9	1	-13	-2.1	0.8	0	-7	-1.1
O=C(NN1C(=O)/C(=C/c2ccc(O)cc2)SC1=S)c1ccccc1O	-3	-2.5	13*	-19	-0.5	-2.0	12	-8	1.0
CC(=O)N1CCCc2cc(S(=O)(=O)N(C)CC(=O)Nc3ccccc3)ccc21	5	-0.1	x	-6	-0.6	0.1	-6	x	x
Later entries:
SMILES	Yp Topo-I inh	TcdB inh	SARS 3CLpro inh	PrPC surface inh	BH1578 lux ind	BoNT A protease	Anthrax LF prot	PriA SSB inh	PfHsp40 yeast
CC(=O)N1c2ccc(S(=O)(=O)N3CCC(C(=O)NCc4ccccc4)CC3)cc2CC1C (stereo not given)	12	1.8	-1	2	-0.5	-0.9	-1	-11	-0.4
CCN1CCN(CCC(=O)Nc2ccccc2)CC1	0	1.0	-2	3	-0.4	1.2	-2	-1	-1.7
CCOC(=O)CN1CC23C=CC(O2)C(C(=O)NCCc2ccccc2)C3C1=O (stereo not given)	8	0.8	-1	2	-0.4	-0.9	-11	-2	-1.0
Cc1onc(-c2ccccc2Cl)c1C(=O)N1CCN(C=O)CC1	-1	0.6	-2	-2	i	-1.4	3	-14	0.6
CC(C)OP(=O)(Oc1ccc(C(O)C(Cl)(Cl)Cl)cc1)OC(C)C (stereo not given)	16	0.6	-1	6	-0.7	-2.1	15	7	0.3
CCN(CC)S(=O)(=O)c1ccc(NC2=NS(=O)(=O)c3ccccc32)cc1	5	0.2	2	3	-4.0	0.2	-9	3	0.1
CC(=C/c1ccccc1)/C=N/Nc1nc(N2CCCCC2)nc(N2CCCCC2)n1	2	0.6	-5	3	-0.5	-0.7	-1	x	-1.3
O=C(NC1CCN(C(=O)Nc2cccc(Cl)c2)CC1)C1CCCCC1	4	3.7	0	5	i	-3.2	3	-8	0.1

5 of these compounds, set out differently.
SMILES | Yp Topo-I inh | TcdB inh | SARS 3CLpro inh | PrPC surface inh | BH1578 lux ind | BoNT A protease | Anthrax LF prot | PriA SSB inh | PfHsp40 yeast
CCOC(=O)CN1CC23C=CC(O2)C(C(=O)NCCc2ccccc2)C3C1=O (stereo not given) | 8 | 0.8 | -1 | 2 | -0.4 | -0.9 | -11 | -2 | -1.0
Cc1onc(-c2ccccc2Cl)c1C(=O)N1CCN(C=O)CC1 | -1 | 0.6 | -2 | -2 | i | -1.4 | 3 | -14 | 0.6
CC(C)OP(=O)(Oc1ccc(C(O)C(Cl)(Cl)Cl)cc1)OC(C)C (stereo not given) | 16 | 0.6 | -1 | 6 | -0.7 | -2.1 | 15 | 7 | 0.3
CCN(CC)S(=O)(=O)c1ccc(NC2=NS(=O)(=O)c3ccccc32)cc1 | 5 | 0.2 | 2 | 3 | -4.0 | 0.2 | -9 | 3 | 0.1
CC(=C/c1ccccc1)/C=N/Nc1nc(N2CCCCC2)nc(N2CCCCC2)n1 | 2 | 0.6 | -5 | 3 | -0.5 | -0.7 | -1 | x | -1.3

The list is partial. The share of hits here may be higher or lower than overall.
